HKDC1 inhibitor: blocks human hexokinase HKDC1 activity; recombinant HKDC1, G6PDH/diaphorase resazurin coupled fluorescence; inhibition, % at 20 µM; 340,000 compounds, 0.16% hits; AID 493160;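 active means inhibition above about 35% when tested at 20 µM, limit read from the data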;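 further: plate controls were DMSO wells with enzyme for no effect and DMSO wells lacking enzyme for full effect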
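Assay system: in-house recombinant HK5 (HKDC1) enzyme. Input: HKDC1 at 5 µg/mL. Medium: Tris pH 8.0 buffer with MgCl2, Tween-20, BSA, BME. Dosing: single 20 µM dose. Schedule: 90 min reaction incubation at room temperature, dark. Signal: resazurin-to-resorufin fluorescence via G6PDH and diaphorase coupling, 525/613 nm. Controls: DMSO-enzyme wells negative, buffer-substituted wells positive.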
PfGluPho inh: PfG6PD (Plasmodium falciparum) enzyme inhibition | PfGluPho enzyme, NADPH resazurin-diaphorase fluorescence | inhibition, % at 20 µM | 350,000 compounds, 0.78% hits | AID 504690;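 active means inhibition reaching at least a set limit at 20 µM in the primary screen, cut at about 59% in these data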;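 further: 0% = DMSO wells with substrate and 100% = DMSO wells lacking glucose-6-phosphate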
SENP7 inh: blocks the human protease SENP7. inhibition, % at 5 µM. recombinant SENP7, Z-RLRGG-aminoluciferin luminescence, 40 min. AID 434973. Q9BQF6. 330,000 compounds, 1.5% hits;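 active means inhibition above about 50% at the single test dose, limit read from the data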;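 further: plate controls were DMSO with enzyme for no effect and no enzyme buffer wells for full effect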
SENP6 inh: inhibitors of human SENP6 protease | Q9GZR1 | Recombinant SENP6 catalytic domain, aminoluciferin luminescence | inhibition, % at 10 µM | 330,000 compounds, 1.8% hits | AID 2599;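 active means inhibition above about 50% at the single tested dose, limit read from the data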;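 further: plate controls were DMSO wells with enzyme for no effect and DMSO wells lacking enzyme for full effect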
SENP8 block-1: inhibitors of human SENP8 protease. Q96LD8. recombinant SENP8, Nedd8 substrate fluorescence. 360,000 compounds, 0.64% hits. inhibition, % at 20 µM. AID 602440; in the data active means inhibition mostly above about 40%, no sharp cut-off; inactive means mostly below about 27%
Apaf-1 inh: human Apaf-1 inhibition | reconstituted apoptosome caspase-3 activity, DEVD-Rh110 fluorescence | 330,000 compounds, 0.71% hits | inhibition, % at 20 µM; active means inhibition of at least 40% at 20 µM;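 further: plate controls were DMSO wells for no effect and DEVD-CHO caspase inhibitor wells for full effect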
Target sequence (O14727 whole entry, looked up): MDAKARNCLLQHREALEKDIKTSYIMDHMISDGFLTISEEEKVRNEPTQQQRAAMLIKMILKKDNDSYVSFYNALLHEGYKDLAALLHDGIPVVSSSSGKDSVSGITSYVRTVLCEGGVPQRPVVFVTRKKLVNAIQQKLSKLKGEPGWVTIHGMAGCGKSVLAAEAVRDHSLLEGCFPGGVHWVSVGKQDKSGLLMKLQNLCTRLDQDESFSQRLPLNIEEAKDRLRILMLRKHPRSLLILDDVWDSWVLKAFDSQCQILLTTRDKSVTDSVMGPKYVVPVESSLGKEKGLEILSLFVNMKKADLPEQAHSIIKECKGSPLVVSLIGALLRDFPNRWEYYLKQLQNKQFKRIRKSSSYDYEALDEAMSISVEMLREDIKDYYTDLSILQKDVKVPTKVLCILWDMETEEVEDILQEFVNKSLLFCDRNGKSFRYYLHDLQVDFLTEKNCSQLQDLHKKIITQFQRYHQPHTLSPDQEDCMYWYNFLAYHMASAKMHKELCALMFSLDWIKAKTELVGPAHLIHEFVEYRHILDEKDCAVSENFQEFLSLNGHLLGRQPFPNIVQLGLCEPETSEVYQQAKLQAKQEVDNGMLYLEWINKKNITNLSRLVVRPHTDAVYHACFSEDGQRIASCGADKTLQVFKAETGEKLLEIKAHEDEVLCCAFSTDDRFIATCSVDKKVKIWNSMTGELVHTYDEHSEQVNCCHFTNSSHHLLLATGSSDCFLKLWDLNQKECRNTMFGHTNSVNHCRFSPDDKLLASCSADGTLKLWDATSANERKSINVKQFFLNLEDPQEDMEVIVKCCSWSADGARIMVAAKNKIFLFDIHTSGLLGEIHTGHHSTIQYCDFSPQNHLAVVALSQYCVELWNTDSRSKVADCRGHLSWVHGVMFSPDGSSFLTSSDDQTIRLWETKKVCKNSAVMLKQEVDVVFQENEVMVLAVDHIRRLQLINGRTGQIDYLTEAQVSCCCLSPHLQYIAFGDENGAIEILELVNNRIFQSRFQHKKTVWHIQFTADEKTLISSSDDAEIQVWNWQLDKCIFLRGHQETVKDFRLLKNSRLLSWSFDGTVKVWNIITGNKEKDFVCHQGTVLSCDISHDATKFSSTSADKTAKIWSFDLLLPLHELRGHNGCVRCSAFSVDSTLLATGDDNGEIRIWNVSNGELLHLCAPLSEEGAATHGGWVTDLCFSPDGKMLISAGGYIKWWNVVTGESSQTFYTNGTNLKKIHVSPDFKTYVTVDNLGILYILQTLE
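Material: reconstituted apoptosome with Apaf-1, cytochrome c, caspase-9, procaspase-3, dATP. Technique: Rh110 fluorescence intensity. Buffer or medium: pH 7.5 Hepes buffer with CHAPS, BSA, DTT. Times: 30 min plus 50 min, RT.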
SENP1 inh: inhibitors of human SENP1 SUMO protease catalytic domain | recombinant SENP1 catalytic domain, CyPet-SUMO1-YPet FRET cleavage | Q9P0U3 | AID 624204 | inhibition, % at 10 µM | 360,000 compounds, 0.21% hits;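 active means inhibition at least 30% at 10 µM, raw YFP signal under a set limit, fluorescence ratio 0.5 to 1.5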;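 further: 0% = enzyme with DMSO and 100% = no enzyme wells; some results filed as inactive read as strong as hits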
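Assay system – human recombinant His6-tagged SENP1 catalytic domain enzyme · Input – SENP1 enzyme, 20 pM final · Buffer or medium – Tris pH 8 buffer plus EDTA, NaCl, BME, BSA, NP40, catalase · Schedule – 50 min reaction at room temperature · Technique – FRET read of cyan and yellow fluorescence · Control set – no-enzyme wells low, DMSO-plus-enzyme wells high control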
SENP8 block-2: blocks the human protease SENP8; inhibition, % at 10 µM; 330,000 compounds, 1.2% hits; Q96LD8; AID 2540; purified SENP8, Z-RLRGG-aminoluciferin cleavage, luminescence; in the data active means inhibition above about 50%
* hit, by the source's call; / = not tested or not shown.

SMILES | HKDC1 inhibitor | PfGluPho inh | SENP7 inh | SENP6 inh | SENP8 block-1 | Apaf-1 inh | SENP1 inh | SENP8 block-2
Cc1ccc(S(=O)(=O)NCc2cccnc2)cc1C | 5 | -10 | 3 | 6 | 2 | -14 | 1 | -2
O=C(O)C(=O)/C(=C\c1ccsc1)c1ccc2ccccc2n1 | 0 | -8 | 3 | 14 | -303 | 2 | -26 | 3
Cc1cc(=O)[nH]c(CN2CCOCC2)n1 | -9 | -20 | 5 | -1 | 12 | -5 | 1 | 0
O=C(Nc1ccc(Cl)c([N+](=O)[O-])c1)C(Sc1ccccc1)c1ccccc1 (stereo unspecified) | -4 | 12 | 3 | -6 | 7 | 1 | 3 | -3
c1ccc(-n2nnc3c(N4CCOCC4)ncnc32)cc1 | 10 | 4 | 75* | 81* | 24 | -5 | -3 | 50*
COC(=O)C1=C2SCC(=O)N2C(N)=C(C#N)C1 | -3 | -4 | 0 | -2 | -12 | -17 | -10 | 3
CCC1CCCCN1CCCNC(=O)CSc1nc2nc(C)c(Cc3ccc(C)cc3)c(C)n2n1 (stereo unspecified) | 0 | 2 | 7 | 1 | 13 | 17 | -2 | 2
COc1ccc(-c2nnnn2C)cc1S(=O)(=O)NCc1ccccc1 | 6 | -11 | -2 | 6 | 8 | 2 | -1 | -4
CCOC(=O)c1c(C)[nH]c(C(=O)N2CCN(C(=O)OCC)CC2)c1C | -8 | 3 | 0 | -11 | 10 | 0 | -1 | -10
Cc1ccc(CNC(=O)C2CCCN(S(=O)(=O)c3cccc4nonc34)C2)cc1 (stereo unspecified) | -8 | -18 | -5 | 0 | 8 | 7 | 4 | -7
Cc1oc2nc(SCC(=O)NC3CCCCC3)nc(N)c2c1C | -4 | -35 | 5 | -5 | 6 | -16 | 3 | 4
CC(C)[C@H](NS(=O)(=O)c1ccccc1)C(=O)OCC(=O)NC1CCCCC1 | 2 | 6 | 11 | -22 | 12 | -7 | 4 | -7
CCN1CCN(C(CNS(=O)(=O)c2ccccc2)c2ccccc2)CC1 (stereo unspecified) | -6 | 3 | -4 | 13 | 15 | 0 | 4 | 9
Cc1ccc(S(=O)(=O)NCCC(=O)N2CCCCCCC2)cc1C | -2 | 31 | -7 | -11 | 6 | -9 | -1 | -10
CC(C)N1CCC(N2CCN(Cc3ccc(-c4ccc(Cl)cc4)o3)CC2CCO)CC1 (stereo unspecified) | -4 | 4 | 1 | 4 | -14 | 2 | -11 | -7
O=C(c1cccs1)N1CCN(c2ncc(C(F)(F)F)cc2Cl)CC1 | -4 | 14 | -6 | -3 | 1 | 15 | 2 | -5
CCCC12CN3CCN(CC(C3)/C1=N\NC(=O)c1ccccc1N)C2 | -9 | -19 | 7 | 2 | -311 | 6 | 4 | -4
O=C(CN1C(=O)NC2(CCCCC2)C1=O)Nc1ccc2[nH]c(=O)[nH]c2c1 | 2 | 32 | 0 | 11 | -70 | -8 | -24 | 7
O=C(O)Cc1csc(Nc2cccc(Cl)c2)n1 | 1 | 12 | 12 | 0 | 7 | 3 | 0 | 2
COCCCn1c(SCC(=O)Nc2ccc(C)cc2)nc2ccccc2c1=O | 10 | -3 | 3 | -11 | 9 | -1 | 0 | 6
CCC(C)N1CCN(S(=O)(=O)Cc2ccccc2)CC1 (stereo unspecified) | -5 | -2 | 3 | 0 | 10 | -3 | 1 | -6
CC(=O)c1cccc(S(=O)(=O)N2CCCC(c3nc(-c4ccc(C)o4)no3)C2)c1 (stereo unspecified) | 1 | 17 | -7 | -1 | 16 | 6 | -2 | -12
Cc1ccc(OCCNS(=O)(=O)c2ccc(N3CCCC3=O)cc2)cc1C | 2 | -1 | 0 | -2 | 8 | -9 | 2 | 6
Cc1cc(C)nc(-n2nc(C)c(Br)c2Nc2ccc(Br)cc2)n1 | -2 | -4 | 10 | -4 | 4 | 19 | 0 | -2
O=C(O)C1CCC(=O)N1C1c2ccccc2Oc2ccccc21 (stereo unspecified) | -10 | -1 | -12 | -11 | 1 | -3 | -1 | -7
Cc1c(C)c2ccc(OC(C)C(=O)NC3CC(C)(C)NC(C)(C)C3)cc2oc1=O (stereo unspecified) | -4 | 3 | 4 | 4 | -318 | -16 | 1 | 4
Cc1cccc(OCCCC(=O)Nc2ccc(S(N)(=O)=O)cc2)c1C | 18 | -12 | 4 | -14 | 22 | 2 | 0 | -7
CCc1nnc(NC(=O)CN2CCN(Cc3cccc(Cl)c3)CC2)s1 | -3 | 7 | 8 | -18 | 6 | 0 | 2 | 7
O=C(O)COc1c(F)c(F)c(C(F)(F)F)c(F)c1F | -6 | 8 | 1 | -17 | 5 | 5 | 0 | -1
CCCCC(=O)Nc1ccc(C(N)=O)cc1 | -1 | -7 | 8 | 13 | 14 | 1 | 1 | -3
O=C(Nc1ccccn1)C1CCN(S(=O)(=O)c2ccccc2)CC1 | -4 | -3 | 7 | 32 | 6 | -1 | 1 | 16
CCN1CCCC1CNC(=O)CCc1nc(-c2ccc(C)cc2)no1 (stereo unspecified) | -9 | 7 | 4 | 12 | 21 | 5 | -11 | 2
Cc1ccc(C)c(N(CC(=O)NN=C2CCCCCCC2)S(C)(=O)=O)c1 | 0 | -5 | -3 | 0 | 16 | 0 | 5 | -5
COc1ccnc(N=CNOCc2cccc(Cl)c2Cl)c1C#N | -3 | -12 | -8 | -15 | 21 | 2 | 2 | -10
CCC1CCC2(CC1)NNC(=S)NN2 | -6 | 8 | 5 | -9 | 16 | -27 | 0 | 7
CCNC(=O)NC1c2ccccc2CSc2ccccc21 (stereo unspecified) | 5 | 10 | -8 | -28 | 32 | -13 | 1 | 2
O=C(Cn1cnc2scc(-c3ccccc3)c2c1=O)N1CCOCC1 | -9 | 4 | -6 | -24 | 8 | -10 | 1 | 9
COc1ccc(-n2c(C)c(C(C)=O)c3cc(O)ccc32)cc1 | 1 | 0 | 7 | 8 | -5 | -1 | 1 | 6
CC(C(=O)Nc1cc(C(F)(F)F)ccc1N1CCOCC1)N1C(=O)C2CC=CCC2C1=O (stereo unspecified) | -2 | -5 | 4 | -1 | 7 | -1 | 1 | -1
CCCN(CC(=O)Nc1ccc(F)c(F)c1F)C(=O)C1=COCCO1 | -2 | 1 | 2 | -1 | 18 | 3 | -1 | 0
CC(C)(/C=N/NC(=O)CSCc1ccc(Cl)cc1)CCC#N | -4 | 9 | 6 | 10 | -9 | -12 | 1 | 2
O=C(CNC(=O)c1cccc(F)c1)N/N=C/C=C/c1ccccc1 | 12 | -10 | -6 | -20 | 10 | 14 | 3 | -11
Cc1nc2ccccc2c(=O)n1NC(=O)c1ccccc1Cl | 12 | -15 | -1 | -12 | -4 | 0 | 1 | 2
Cc1ccc2oc(C(=O)NCC3CCOCC3)c(C)c2c1 | 4 | -6 | 7 | 5 | 2 | 11 | -1 | 1
Cc1ccc(NC(=O)CC2S/C(=N/N=C/c3ccco3)NC2=O)cc1Cl (stereo unspecified) | -13 | 21 | -4 | -6 | 0 | -4 | 1 | -14
CCN(CC)c1ccc(CNc2nnnn2C)cc1 | -4 | -3 | 12 | -8 | 4 | -5 | -18 | -7
Cc1ccc(SCC(=O)OCC(=O)NCc2cccs2)cc1C | 0 | 1 | -17 | -4 | 2 | 8 | 4 | -17
O=C(CN1C(=O)CSC1=O)N1CCCCC1 | -4 | -3 | 3 | 8 | 19 | -8 | 2 | 0
O=C1CNC(=O)c2c(nc3n2CCC3)N1 | -4 | -8 | 4 | -12 | 22 | -33 | 2 | 4
O=S(=O)(c1cc(Cl)ccc1Cl)n1nnc2ccccc21 | -3 | -7 | 7 | 15 | 15 | -1 | 0 | 1
COC(=O)c1ccccc1NC(=O)COc1ccc(S(=O)(=O)NC(C)C)cc1 | 0 | 13 | 4 | -7 | -3 | 10 | 4 | 8
CCCCNC(=O)C(CC)(ONc1ccccc1C(F)(F)F)c1ccccc1OC (stereo unspecified) | 1 | 36 | 5 | 4 | 21 | 14 | 0 | -1
Cc1cc(C)nc(NC(=O)/C=C/c2ccccc2Cl)n1 | -3 | 1 | 10 | 22 | 18 | 6 | 1 | -7
CC(C)C(C(=O)Nc1ncn[nH]1)N1C(=O)c2ccccc2C1=O (stereo unspecified) | 7 | -1 | 7 | -2 | 19 | -1 | 1 | -2
COc1ccc(CCNc2nc3c(c(=O)n(C)c(=O)n3C)n2C)cc1OC | -7 | -6 | 8 | 11 | 19 | -1 | 0 | -3
CCOc1ccc2nc(NC(=O)Nc3ccccc3)sc2c1 | -3 | 19 | 36 | -3 | 11 | 1 | -1 | -7
Cc1ccc(N2C(=O)N(CC(=O)Nc3ccc(C)c(C)c3)C(=O)C2C)cc1 (stereo unspecified) | 0 | 4 | -13 | -13 | 4 | 15 | 1 | -12
COc1ccc(CNC(=O)C2CCN(c3nc(OC)nc(OC)n3)CC2)cc1 | 6 | -2 | 0 | -7 | 7 | -2 | 1 | -10
COCCN1C(=O)N(c2ccc(Cl)cc2)C(=O)C1CC(=O)Nc1cc(OC)cc(OC)c1 (stereo unspecified) | -5 | 19 | 14 | -15 | 20 | -1 | 2 | -8
Cc1nn(-c2ccccc2)c(C)c1NC(=O)COC(=O)c1cccc(OC(F)F)c1 | -3 | 2 | -18 | -6 | 10 | 0 | 2 | -7

Full records from above. Screens in order: HKDC1 inhibitor, PfGluPho inh, SENP7 inh, SENP6 inh, SENP8 block-1, Apaf-1 inh, SENP1 inh, SENP8 block-2
`O=C(CN1C(=O)CSC1=O)N1CCCCC1` reads -4, -3, 3, 8, 19, -8, 2, 0
`COc1ccc(CCNc2nc3c(c(=O)n(C)c(=O)n3C)n2C)cc1OC` reads -7, -6, 8, 11, 19, -1, 0, -3
`COCCN1C(=O)N(c2ccc(Cl)cc2)C(=O)C1CC(=O)Nc1cc(OC)cc(OC)c1` (stereo unspecified) reads -5, 19, 14, -15, 20, -1, 2, -8
`Cc1ccc(SCC(=O)OCC(=O)NCc2cccs2)cc1C` reads 0, 1, -17, -4, 2, 8, 4, -17

Further results follow.
SMILES | HKDC1 inhibitor | PfGluPho inh | SENP7 inh | SENP6 inh | SENP8 block-1 | Apaf-1 inh | SENP1 inh | SENP8 block-2
Clc1ccc2nc(CSc3nnc(-c4c[nH]c5ccccc45)o3)cn2c1 | 3 | -14 | / | / | -11 | / | 2 | /
O=C(Cc1ccccc1)NCC(=O)N/N=C/c1cccnc1 | -3 | -3 | -5 | -11 | 7 | -17 | 1 | -6
O=C(CSc1nc2[nH]ncc2c(=O)[nH]1)Nc1nccs1 | / | / | 7 | -15 | / | -4 | / | 2
Cc1cc(C(=O)COC(=O)c2ccc(N)c([N+](=O)[O-])c2)c(C)n1-c1ccc2c(c1)OCO2 | -7 | 10 | 8 | -15 | 34 | 19 | 0 | -2

3 entries drawn at random from the list so far, as already listed:
SMILES | HKDC1 inhibitor | PfGluPho inh | SENP7 inh | SENP6 inh | SENP8 block-1 | Apaf-1 inh | SENP1 inh | SENP8 block-2
O=C(O)Cc1csc(Nc2cccc(Cl)c2)n1 | 1 | 12 | 12 | 0 | 7 | 3 | 0 | 2
Cc1cc(=O)[nH]c(CN2CCOCC2)n1 | -9 | -20 | 5 | -1 | 12 | -5 | 1 | 0
O=C1CNC(=O)c2c(nc3n2CCC3)N1 | -4 | -8 | 4 | -12 | 22 | -33 | 2 | 4

Screening results: PubChem, Sanford-Burnham Center for Chemical Genomics
